Compound activity: PubChem, several laboratories
RPL19A-GFP yeast = yeast TOR pathway RPL19A-GFP modulation; S. cerevisiae RPL19A-GFP strain, flow cytometry, 3 h; hits give low values; percent response vs DMSO, % at 10 µM; actives 0.3% (n = 330,000);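 active = percent response vs DMSO below 50%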;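 also: median channel GFP fluorescence of the barcoded RPL19A-GFP strain; ratio of sample median GFP to plate DMSO average so 100% = DMSO; lower means less RPL19A-GFP as with rapamycin TOR inhibition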
proCasp7 act = counter-screen for procaspase-3 activators: activators of human procaspase-7; P55210; recombinant procaspase-7, Ac-DEVD-pNA absorbance 405 nm; D23A/D198A/D206A triple mutant, cannot self-cleave; scale: DMSO 0, 5 µM enzyme 100; activation, % at 8.5 µM; actives 0.093% (n = 330,000);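 active = percent activation above the screen-wide mean plus 3 SD, cut at about 25% in these data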
Target sequence (P55210 whole entry D23A/D198A/D206A): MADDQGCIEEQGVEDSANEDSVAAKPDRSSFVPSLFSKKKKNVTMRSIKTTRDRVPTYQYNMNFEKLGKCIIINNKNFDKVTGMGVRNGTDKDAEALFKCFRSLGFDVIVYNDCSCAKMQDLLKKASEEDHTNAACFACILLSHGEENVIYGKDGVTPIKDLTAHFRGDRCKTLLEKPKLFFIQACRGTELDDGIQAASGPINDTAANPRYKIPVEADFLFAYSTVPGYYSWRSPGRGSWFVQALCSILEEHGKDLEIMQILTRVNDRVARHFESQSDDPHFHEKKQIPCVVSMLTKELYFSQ
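Assay system: Uncleavable procaspase-7 mutant enzyme; Input: 2 µM procaspase-7 mutant as dispensed; Also added: DEVD-pNA substrate; Medium: Zinc-free HEPES pH 7.4 with 300 mM NaCl, 0.01% Triton X-100; Timing: 1 h compound preincubation, 2 h substrate cleavage, 25 °C; Measured by: Epi-absorbance of released pNA at 405 nm, two timepoints.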
AHR activator = activators of human aryl hydrocarbon receptor; P35869; AHR-responsive luciferase reporter cells, luminescence; activation, % at 5 µM; actives 2.5% (n = 320,000); AID 2796; in the data active = activation above about 47%;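 also: 0% = vehicle wells and 100% = reference agonist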
LAP4-GFP MLPCN = alters LAP4-GFP fluorescence in TOR pathway yeast screen | GFP response vs DMSO, % at 10 µM | S. cerevisiae LAP4-GFP multiplex, flow cytometry GFP, 3 h; median GFP as percent of DMSO wells | actives 0.34% (n = 320,000);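 active = GFP response vs DMSO above a set limit, about the screen mean plus 3 SD, cut at about 150% in these data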
JMJD2C inh = blocks human GASC-1 demethylase activity. actives 0.069% (n = 330,000). AID 2099. Q9H3R0. inhibition, % at 2.35 µM. GST-JMJD2C(1-420) H3K9me3 demethylation, DELFIA europium;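 active = more than half of a compound's replicate wells show inhibition beyond 50%, single wells judged on their own value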;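 also: signal counts dimethyl H3K9 product captured on neutravidin plate; 0% = median of DMSO wells and 100% = 0.3 times that DMSO median; strong numbers were not always called active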
Target sequence (Q9H3R0 1-420 limits assumed): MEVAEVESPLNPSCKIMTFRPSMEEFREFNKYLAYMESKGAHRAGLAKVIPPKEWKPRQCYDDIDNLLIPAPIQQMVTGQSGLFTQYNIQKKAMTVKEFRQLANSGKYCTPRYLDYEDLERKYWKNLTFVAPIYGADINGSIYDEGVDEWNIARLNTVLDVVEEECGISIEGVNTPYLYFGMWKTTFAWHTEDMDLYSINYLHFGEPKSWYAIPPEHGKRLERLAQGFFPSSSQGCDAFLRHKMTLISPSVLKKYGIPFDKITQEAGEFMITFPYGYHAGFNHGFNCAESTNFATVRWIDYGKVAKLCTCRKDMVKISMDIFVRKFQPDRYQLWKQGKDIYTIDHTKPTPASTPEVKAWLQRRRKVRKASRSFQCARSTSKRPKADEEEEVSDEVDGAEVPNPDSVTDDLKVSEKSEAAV
MEP2-GFP yeast = alters MEP2-GFP fluorescence in TOR pathway yeast screen; S. cerevisiae MEP2-GFP strain, flow cytometry GFP, 3 h; 100% = DMSO control level; GFP response vs DMSO, % at 10 µM; actives 0.51% (n = 330,000); AID 2016;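 active = GFP response versus DMSO above a set limit, roughly screen mean plus 3 SD, cut at about 180% in these data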;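 also: median GFP fluorescence of the barcode-gated MEP2-GFP cells per well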
procasp3 activ = procaspase-3 (human) activation. recombinant procaspase-3 D3A, Ac-DEVD-pNA absorbance 405 nm. AID 463141. activation, % at 8.5 µM. actives 0.11% (n = 330,000);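 active = activation above the mean of all tested compounds plus 3 SD, cut at about 21% in these data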;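 also: 0% = DMSO alone and 100% = DMSO wells spiked with extra 5 µM PC-3 D3A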
Target sequence (P42574 whole entry D9A/D28A/D175A): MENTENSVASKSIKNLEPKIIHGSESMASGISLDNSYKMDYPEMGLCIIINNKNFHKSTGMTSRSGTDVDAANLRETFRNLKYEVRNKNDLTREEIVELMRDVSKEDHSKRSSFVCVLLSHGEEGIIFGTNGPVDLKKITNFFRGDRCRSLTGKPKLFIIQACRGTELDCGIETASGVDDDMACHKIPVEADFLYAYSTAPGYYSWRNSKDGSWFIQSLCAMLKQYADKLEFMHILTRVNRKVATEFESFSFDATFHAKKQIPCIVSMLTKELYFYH
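Assay system – Procaspase-3 D3A mutant · Benchmarks – DMSO low control, extra-enzyme high control · Technique – 405 nm absorbance of p-nitroaniline, reads at 0 and 120 min · Doses – 8.5 µM nominal · Measure – % activation between DMSO and enzyme-spiked controls · Also added – Ac-DEVD-pNA chromogenic peptide substrate · Schedule – 1 h compound preincubation, 2 h substrate hydrolysis at 25 °C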
CR mimetic SO = caloric restriction mimetics inhibiting age-related superoxide in yeast; S. cerevisiae aged cells, superoxide DHE fluorescence; hits give low values; superoxide response (% of plate mean), % at 10 µM; actives 0.18% (n = 330,000);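 active = superoxide response under a set limit, about three screen SD below normal, cut at about 65% in these data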;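 also: yeast aged for seven days with compound at 30 °C before DHE staining; 100% = average MFI of all compound-treated wells on the plate with controls excluded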
* = called active by the depositor; x = no result given. Random draw from the library; about 3.8% have a hit in one of these screens.

SMILES | RPL19A-GFP yeast | proCasp7 act | AHR activator | LAP4-GFP MLPCN | JMJD2C inh | MEP2-GFP yeast | procasp3 activ | CR mimetic SO
CN1CCN(c2ccccc2NC(=O)Cc2cn(C)c3ccccc23)CC1 | 98 | -4 | 4 | 89 | -2 | 98 | 1 | 91
COc1ccc(OC)c(NC(=O)C2CCN(C(=O)c3cccs3)CC2)c1 | 98 | -2 | 7 | 94 | -8 | 99 | 3 | 92
CCn1cc(CN(C)C(=O)/C=C/c2ccc([N+](=O)[O-])cc2)c(C)n1 | 105 | 10 | -3 | 104 | 9 | 114 | -9 | 100
CC(=O)C1=C(C)OC2(O)c3ccccc3C(=O)C12O (centres undefined) | 93 | -6 | -2 | 109 | 15 | 90 | -8 | 105
C[C@H](CO)N1C[C@H](C)[C@@H](CN(C)S(=O)(=O)c2cccs2)Oc2ccc(NC(=O)Nc3ccccc3)cc2C1=O | 94 | 1 | 0 | 93 | 9 | 93 | -1 | 69
O=c1oc2ccccc2cc1-c1csc(Nc2nc3ccc(F)cc3s2)n1 | 98 | -3 | 25 | 98 | 1 | 98 | -2 | 99
Cc1cc(Cl)ccc1OC(C)C(=O)Nc1ccccc1N1CCOCC1 (centres undefined) | 98 | 5 | 8 | 96 | -17 | 98 | -2 | 91
COc1ccc(/C=C(\C#N)C(=O)ONC2=NCCCCC2)cc1 | 100 | -9 | 1 | 94 | 8 | 98 | -7 | 104
Cc1cc(C)n(-c2ccc(C(=O)Nc3cccnc3Cl)cc2)n1 | 107 | 10 | 1 | 108 | 3 | 103 | 3 | 91
COCCN1C(=O)N[C@@H](c2cccc(F)c2)C(C(C)=O)=C1C | 96 | -3 | -4 | 135 | 3 | 94 | 10 | 106
O=C(NCC(=O)N(Cc1ccccc1)C(C(=O)NCC1CCCO1)c1ccccc1)c1cccs1 (centres undefined) | 96 | 1 | -1 | 93 | 11 | 95 | 0 | 88
Cc1csc(NC(=O)CS(=O)(=O)Cc2ccccc2)n1 | 101 | -10 | 6 | 94 | 1 | 104 | 2 | 83
O=C(O)c1ccc(NCc2nc3ccccc3n2Cc2ccccc2)cc1 | 98 | 6 | 2 | 93 | 0 | 97 | -2 | 105
COc1ccccc1CNc1ccc2nnc(CCNC(=O)c3ccc(C)cc3)n2n1 | 101 | -2 | 10 | 112 | 4 | 106 | -5 | 97
O=C(CCn1c(=O)oc2ccccc21)NCCCN1CCCC1=O | 98 | -8 | -2 | 110 | -6 | 98 | 4 | 88
Cc1cc(NS(=O)(=O)c2ccc(Nc3nc(-c4ccc(C)c(C)c4)cs3)cc2)no1 | 98 | -6 | 0 | 94 | -33 | 99 | -8 | 115
O=C(CCN1C(=O)C2CCCCC2C1=O)Nc1nc(-c2ccccc2)cs1 (centres undefined) | 95 | 17 | 9 | 97 | 26 | 86 | -4 | 104
COc1ccc(-c2csc(NC(=O)c3ccc(S(=O)(=O)N4CCc5ccccc5C4)cc3)n2)c(OC)c1 | 103 | 0 | 3 | 97 | x | 99 | -8 | 103
COc1cccc(C(=O)Oc2ccc3ccc(O)cc3c2)c1 | 104 | -2 | 8 | 98 | 1 | 106 | -4 | 104
Nc1c(C(=O)Nc2ccc(S(=O)(=O)N3CCCC3)cc2)sc2nc3cc4c(cc3cc12)CCC4 | 104 | -15 | 1 | 102 | 6 | 109 | -4 | 93
Cc1nccn1CCCNC(=O)CC1C(=O)NCCN1Cc1ccc(F)cc1Cl (centres undefined) | 99 | -5 | 3 | 100 | -3 | 97 | -1 | 85
O=C(Nn1cnnc1)c1cc2c(s1)CCCC2 | 101 | 0 | 8 | 104 | -4 | 106 | -2 | 109
CCC(=O)NCC(c1cccs1)S(=O)(=O)c1ccc(C)cc1 (centres undefined) | 97 | 5 | 0 | 85 | -8 | 101 | 3 | 95
COc1cc(CCC(=O)NCC2CCCO2)cc(OC)c1OC (centres undefined) | 107 | 2 | 3 | 99 | 15 | 97 | 7 | 89
CCOC(=O)c1ccc(NC(=S)NCC(O)c2ccccc2)cc1 (centres undefined) | 106 | -20 | 0 | 89 | 0 | 106 | -12 | 118
CCC(C)(C)NC(=O)C(C)OC(=O)c1nsc(Cl)c1Cl (centres undefined) | 105 | 1 | 2 | 117 | 0 | 104 | 9 | 101
CCc1nnc(NC(=O)C2CCCN(S(=O)(=O)c3ccccc3)C2)s1 (centres undefined) | 93 | -6 | 4 | 99 | -11 | 102 | -6 | 104
CN(C)CCn1c2c(c(SCC(=O)Nc3ccc4c(c3)OCCO4)nc1=O)CCCC2 | 100 | -1 | -3 | 118 | -3 | 100 | -1 | 98
O=C(Nc1ccc2c(c1)OCCO2)c1ccncc1 | 96 | -6 | 33 | 100 | -2 | 93 | -2 | 113
CSCCC(=O)N1C(C)CCCC1C(=O)O (centres undefined) | 97 | -5 | 0 | 98 | 0 | 100 | 2 | 99
O=[N+]([O-])c1nn(-c2ccc3c(c2)OCCO3)n(O)c1=NC1CCCCC1 | 94 | 5 | 19 | 122 | 4 | 90 | 4 | 99
CCOc1ccccc1-n1c(SCC(=O)Nc2nccs2)nnc1-c1ccoc1C | 92 | 4 | -1 | 90 | -12 | 97 | 0 | 105
Cn1nccc1C(=O)N1CCN(S(=O)(=O)c2ccc(Br)s2)CC1 | 103 | 8 | -2 | 101 | 2 | 107 | -7 | 98
CCNc1nc(Oc2c(Cl)cccc2Cl)cc(C(F)(F)F)n1 | 111 | 4 | 1 | 112 | -8 | 115 | -10 | 89
Cc1cc(NC(=O)c2c(Cl)cnn2C)no1 | x | -5 | 16 | 96 | 21 | 104 | -5 | 110
Cc1ccc(-n2cc(CN(C)Cc3nccn3C)c(-c3ccc(F)cc3)n2)cc1 | 93 | -2 | 9 | 101 | 8 | 100 | 2 | 93
COc1ccc2cc(CCOC3CCCCO3)ncc2c1 (centres undefined) | 99 | -4 | 4 | 92 | 2 | 97 | -2 | 102
O=C(Nc1cccnc1)c1cc(-c2ccc(Br)cc2)on1 | 99 | -2 | 1 | 105 | 6 | 97 | -3 | 102
COc1ccc2nc3n(c(=O)c2c1)-c1ccccc1C(=O)NC3Cc1ccccc1 (centres undefined) | 99 | 10 | 0 | 95 | -10 | 96 | 4 | 118
CCC(=O)NNC(=S)NC(=O)c1ccc(C)cc1 | 94 | -17 | 7 | 107 | 1 | 100 | 1 | 101
COc1cc2c(C(=O)Nc3ccccc3F)cn(C)c(=O)c2cc1OC | 98 | 5 | 9 | 93 | -3 | 96 | -1 | 98
Cc1ccccc1Cn1nc(C)c(NC(=O)c2noc3c2CC(C(C)(C)C)CC3)c1C (centres undefined) | 102 | 10 | -3 | 112 | -23 | 101 | -5 | 96
Cc1nn(C(=O)c2ccc3c(c2)OCO3)c(N)c1-c1ccccc1 | 91 | -5 | 5 | 101 | 80 | 96 | -11 | 109
O=C(CSc1ncn[nH]1)Nc1ccc([N+](=O)[O-])cc1Br | 104 | -1 | -4 | 92 | 8 | 107 | -4 | 107
O=C1C=C(O)c2cccc(O)c2C1=O | 95 | -10 | 11 | 105 | x | 96 | -9 | 167
Cc1nnc(SCc2nnc(-c3cccs3)o2)s1 | 97 | -12 | 2 | 95 | -18 | 99 | -8 | 103
CC1CCc2c(sc(NC(=O)c3ccccc3C(=O)O)c2C#N)C1 (centres undefined) | 106 | 6 | 4 | 109 | 4 | 103 | 5 | 105
CC(NC(=O)C1CC12CCC2)c1ccccc1 (centres undefined) | 108 | 11 | -2 | 93 | -4 | 103 | 1 | 93
Cc1ccc(/C=N/n2nnnc2N)cc1[N+](=O)[O-] | 100 | 6 | 5 | 99 | -12 | 100 | 2 | 103
COc1ccc(/C=C2\SC(=S)N(C(C)C(=O)NC3C=CS(=O)(=O)C3)C2=O)cc1 (centres undefined) | 101 | -17 | 1 | 101 | -10 | 96 | -8 | 86

Further records.
SMILES | RPL19A-GFP yeast | proCasp7 act | AHR activator | LAP4-GFP MLPCN | JMJD2C inh | MEP2-GFP yeast | procasp3 activ | CR mimetic SO
C=CCOC(=O)C1=C(C)OC(N)=C(C#N)C1c1ccc(F)cc1 (centres undefined) | 91 | 6 | -3 | 98 | 5 | 98 | -2 | 96
Cc1ccc(C(c2nnnn2CCc2ccccc2)N2CCSCC2)cc1 (centres undefined) | 96 | 3 | 1 | 94 | -7 | 93 | 4 | 108
CCCCn1c(=O)c(Cc2ccccc2)c(O)c2ccccc21 | 102 | -10 | -6 | 101 | -3 | 108 | 3 | 86
O=C(COc1ccc(-n2ccnc2)cc1)Nc1cccc(F)c1 | 99 | 4 | 12 | 103 | -6 | 96 | -1 | 90
COc1ccccc1NC(=S)NNC(=O)c1ccccc1Br | 105 | -14 | 10 | 91 | -4 | 101 | -11 | 98
CC(=O)Nc1ccc(NC(=O)CCOc2cc(C)ccc2C)cc1 | 99 | -4 | 3 | 93 | -6 | 103 | 2 | 108
CCn1c(=O)n(CC(=O)Nc2ccc(F)cc2)c(=O)c2ccccc21 | 100 | 13 | -3 | 89 | 6 | 104 | 2 | 90
CCNC(=O)c1ccccc1SCC(=O)Nc1ccc(F)cc1 | 102 | 13 | 4 | 100 | 1 | 106 | 0 | 103
CCCCn1c(N)c(N(CC(C)C)C(=O)CN(C)S(=O)(=O)c2ccc(C)cc2)c(=O)[nH]c1=O | 99 | 8 | 1 | 109 | 7 | 101 | 18 | 90
CC(C)(C)c1ccc(OCC(=O)N/N=C/C2CC=CCC2)cc1 (centres undefined) | 104 | 4 | 8 | 100 | 6 | 100 | -2 | 99

2 entries picked at random from those above, as already listed:
SMILES | RPL19A-GFP yeast | proCasp7 act | AHR activator | LAP4-GFP MLPCN | JMJD2C inh | MEP2-GFP yeast | procasp3 activ | CR mimetic SO
C=CCOC(=O)C1=C(C)OC(N)=C(C#N)C1c1ccc(F)cc1 (centres undefined) | 91 | 6 | -3 | 98 | 5 | 98 | -2 | 96
CCn1c(=O)n(CC(=O)Nc2ccc(F)cc2)c(=O)c2ccccc21 | 100 | 13 | -3 | 89 | 6 | 104 | 2 | 90

Ordered by the number under MEP2-GFP yeast (largest number first): 5 from the list above.
Molecule,MEP2-GFP yeast
CCn1c(=O)n(CC(=O)Nc2ccc(F)cc2)c(=O)c2ccccc21,104
CC(=O)Nc1ccc(NC(=O)CCOc2cc(C)ccc2C)cc1,103
COc1ccccc1NC(=S)NNC(=O)c1ccccc1Br,101
O=C(COc1ccc(-n2ccnc2)cc1)Nc1cccc(F)c1,96
Cc1ccc(C(c2nnnn2CCc2ccccc2)N2CCSCC2)cc1 (centres undefined),93

Following part
SMILES | RPL19A-GFP yeast | proCasp7 act | AHR activator | LAP4-GFP MLPCN | JMJD2C inh | MEP2-GFP yeast | procasp3 activ | CR mimetic SO
O=C(O)CCC(=O)N1CCC[C@H]1C(=O)O | 100 | -6 | 1 | 126 | -2 | 97 | 8 | 97
Cc1ccc(NC(=O)NCc2cccn2C)cc1C | 107 | -5 | 10 | 102 | -14 | 107 | -5 | 98
Cn1[nH]c(C(F)(F)F)c(C=Nc2ccc(Cl)cc2)c1=O | 112 | 2 | 5 | 90 | -5 | 105 | 7 | 112
C=CCN1C(=O)c2ccc(C(=O)N(CC)CC(=O)Nc3cc(Cl)ccc3C)cc2C1=O | 100 | 6 | 1 | 97 | 7 | 101 | -2 | 94
COc1cc(OC)c(OC)cc1CN1CCCC(C(=O)c2sccc2C)C1 (centres undefined) | 107 | 9 | 0 | 98 | -16 | 103 | 0 | 102
O=C(NCc1ccc2c(c1)OCO2)c1ccc2snnc2c1 | 88 | 6 | 6 | 92 | -4 | 94 | 10 | 98
